Screens from PubChem.
CSM14.1 death rescue: rescue of cells from ER stress-induced death, primary screen, 384-well, CSM14.1, thapsigargin, ATP luminescence (AID 1222); CSM14.1 thapsigargin-induced death rescue, ATP luminescence; higher % means a stronger effect; cellular ATP content (survival), % at 20 µM, or EC50 in µM where a hit was titrated; 190,000 tested, under 10 active;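 active = EC50 below 50 µM in the dose-response confirmation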;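 also: death triggered by thapsigargin at about 15 µM added after 2 h compound pretreatment; cell ATP read after overnight thapsigargin exposure of roughly 18 to 22 hours; normalized against plate controls of thapsigargin alone and 5% DMSO vehicle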
PMI inhibitors: inhibitors of human PMI, primary screen, biochemical, fluorescence intensity, coupled assay (AID 1209) | Mannose-6-phosphate isomerase (Homo sapiens) | purified PMI enzyme, coupled fluorescence intensity; higher % means a stronger effect | inhibition, % at 20 µM; hits with a dose series show IC50 in µM | 190,000 compounds, 0.42% hits;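 also: plate controls were DMSO vehicle for no effect and wells lacking substrate for full effect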
Myeloid diff MLP: induction of myeloid progenitor differentiation, primary screen, cell-based, flow cytometry, MLPCN library; calls only at 10 µM; 360,000 compounds, 1% hits; ER-HoxA9 myeloid progenitors, lysozyme-GFP differentiation;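 active = normalized GFP-positive differentiation at or above the plate's own cutoff, the solvent-only control mean plus 3 SD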;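 also: cells exposed to compound for four days before flow analysis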
human PMI inhibitors: human PMI inhibitors, high substrate, primary screen, biochemical, fluorescence intensity, high mannose 6-phosphate (AID 1220); inhibition, % at 20 µM; hits with a dose series show IC50 in µM; Mannose-6-phosphate isomerase (Homo sapiens); recombinant PMI enzyme, coupled fluorescence intensity; higher % means a stronger effect; 190,000 compounds, 0.66% hits
XIAP displacement: XIAP antagonists, biochemical, IAP family, fluorescence polarization (AID 1018) | E3 ubiquitin-protein ligase XIAP (Homo sapiens) | one-dose displacement, % at 20 µM; IC50 in µM for titrated hits | 200,000 compounds, 0.007% hits | XIAP BIR domain, fluorescence polarization peptide displacement; higher % means a stronger effect; in the data active = displacement above about 50%; also: a part of the inactive calls stands beside numbers as strong as those of hits
P. falciparum M1AAP: P. falciparum M1AAP inhibitors, biochemical, fluorogenic H-Leu-NHMec substrate, 1536-well (AID 1445); Aminopeptidase N (Plasmodium falciparum (isolate 3D7)); recombinant M1AAP, H-Leu-NHMec fluorogenic kinetic assay; higher % means a stronger effect; one-dose inhibition, % at 30 µM; IC50 in µM for titrated hits; 220,000 compounds, 0.42% hits;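 active = primary inhibition above the hit cutoff, then over 50% inhibition at one or more dose response concentrations, cut at about 23% in these data, passing the limit was not always enough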;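 also: plate controls were DMSO full reaction for no effect and no enzyme background for full effect; strong numbers were not always called active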
TNAP activation fold: human TNAP enzyme activators, primary screen, biochemical, luminescent, no phosphate acceptor, uHTS (AID 1001); Alkaline phosphatase, tissue-nonspecific isozyme (Homo sapiens); purified TNAP, luminescent activation assay, no phosphate acceptor; higher activation fold means a stronger effect; activation fold at 20 µM, or EC50 in µM where a hit was titrated; 200,000 compounds, 0.03% hits; in the data active = activation fold from about 3, or a potency from the dose series; inactive = the rest, 99 in 100 with activation fold below about 1.6; also: many of its hits are not listed in these tables
M17LAP inhibition: P. falciparum M17LAP inhibitors, primary screen, biochemical, fluorogenic H-Leu-NHMec substrate, 1536-well (AID 1619); Leucine aminopeptidase (Plasmodium falciparum (isolate 3D7)); recombinant M17LAP, H-Leu-NHMec fluorogenic kinetic assay; higher % means a stronger effect; inhibition, % at 30 µM, or IC50 in µM where a hit was titrated; 220,000 compounds, 0.38% hits;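 active = compound inhibiting the enzyme by more than half at any dose during confirmatory dose-response retesting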;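 also: plate controls were full reaction with DMSO carrier for no effect and no enzyme background for full effect; strong numbers were not always called active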
LYP inhibition: inhibitors of LYP phosphatase, biochemical, fluorescence intensity, uHTS (AID 1779) | Tyrosine-protein phosphatase non-receptor type 22 (Homo sapiens) | 290,000 compounds, 0.054% hits | inhibition, % at 11.5 µM, or IC50 in µM where a hit was titrated | recombinant LYP phosphatase, fluorescence intensity; higher % means a stronger effect;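 also: plate controls were vehicle with enzyme for no effect and no enzyme for full effect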
Myeloid diff MLP GFP+ MAC1+ %: second read-out of Myeloid diff MLP, no call of its own (marks repeat the call); GFP+ MAC1+ double positive, %; measured here: differentiation confirmed by MAC1 staining
The depositor's hits bear a star; i = inactive; . = not tested or not shown. Rule as the data show it, unless noted: active = inhibition above about 50%; inactive = the rest.

SMILES | CSM14.1 death rescue | PMI inhibitors | Myeloid diff MLP | Myeloid diff MLP GFP+ MAC1+ % | human PMI inhibitors | XIAP displacement | P. falciparum M1AAP | TNAP activation fold | M17LAP inhibition | LYP inhibition
CSc1nnc(-c2ccc(Br)s2)n1C | . | . | i | 1.1 | . | . | 0% | . | -8% | -8%
CC(C)CC(=O)NC(=S)Nc1ccccn1 | 4.6% | -8% | i | 1.4 | -10% | -6.3% | 4% | 1 | 4% | -5%
CCOC(=O)Cn1nc(-c2ccccc2)c2ccccc2c1=O | -3.4% | 2% | i | 6.8 | 0% | 1.4% | 10% | 1.1 | -1% | -6%
C=CCOc1ccc(/C=N/NC(=O)C(C)Sc2ccccn2)cc1OCC (stereo not drawn) | -1.4% | 13% | i | 0.1 | -1% | -9.0% | 16% | 1 | 3% | -1%
COCCNC(=S)Nc1ccc2nc(N3CCCC3)cc(C)c2c1 | 5.4% | -1% | i | 0.1 | 12% | -1.7% | 6% | 1 | 10% | -11%
Cc1csc(NC(=O)CSc2nc3ccccc3s2)n1 | 1.8% | 13% | i | 0.6 | 13% | -3.3% | -2% | 1.1 | -8% | -3%
O=C(NCc1nnc(SCC(=O)N2CCCc3ccccc32)o1)c1ccco1 | 1.5% | -9% | i | 0.3 | -8% | -5.6% | 0% | 0.8 | 0% | -5%
O=C(CN(C(=O)CCC(=O)Nc1nccs1)c1ccc2c(c1)OCCO2)NCc1ccco1 | -3.4% | 16% | i | 0.4 | 13% | -2.3% | 6% | 1.1 | 5% | -5%
Cc1cccc(C(=O)NCC2CCCO2)c1 (stereo not drawn) | 1.3% | 1% | i | 0.3 | -2% | -2.8% | 3% | 1 | -5% | -11%
O=C(/C=C/c1ccco1)NC(=S)Nc1cccc([N+](=O)[O-])c1 | -2.6% | 14% | i | 1.6 | 10% | 0.0% | 18% | 1.1 | -4% | 5%
CCCN1CCC(=O)N([C@H](CSc2ccc(C)cc2)c2ccccc2)CC1 | . | . | i | 4.2 | . | . | -3% | . | 4% | -4%
COc1ccc(NC(=O)C(Cc2ccccc2)n2cccc2)cc1 (stereo not drawn) | . | . | i | 0.9 | . | . | 3% | . | -2% | -2%
COc1ccc(CN2C(=O)CC(Cc3ccc(C)cc3)C2=O)cc1OC (stereo not drawn) | -1.1% | 3% | i | 0.2 | 1% | -3.5% | 11% | 1 | 6% | 1%
Cc1ccc(-c2nc(NC(=O)CSc3nnnn3-c3ccccc3)ns2)cc1 | -1.8% | 11% | i | 0.5 | 6% | -6.3% | -8% | 0.9 | 9% | -4%
Cc1ccnc(NC(=O)c2cccc(NS(=O)(=O)c3ccccc3C)c2)c1 | -2.1% | 6% | i | 0.9 | -1% | -4.4% | 4% | 1.1 | -4% | -1%
CC1=C(C(=O)Nc2cccnc2)C(c2cccnc2)n2ncnc2N1 (stereo not drawn) | -0.9% | -7% | i | 0.4 | -8% | -3.4% | -2% | 1.1 | -24% | -11%
O=C(Cn1cc(/C=N/NC(=O)c2cccc3ccccc23)c2ccccc21)Nc1ccc(F)cc1 | . | . | i | 0.4 | . | . | 1% | . | 8% | 3%
Cc1cc[n+](-c2nc3ccccc3nc2[N-]S(=O)(=O)c2ccccc2)cc1 | 4.7% | 4% | i | 0.3 | -4% | -5.1% | 13% | 1.1 | 14% | -2%
Cc1cc(C)cc(OCC(=O)Nc2ccc(N3CCN(C(=O)c4ccco4)CC3)cc2)c1 | -2.6% | 18% | i | 1.4 | 17% | -4.7% | -12% | 1 | -8% | 6%
CCCn1c(Nc2nc3ccccc3n2C)nc2ccccc21 | -4.0% | 2% | i | 1.8 | 0% | -15% | -20% | 1.1 | -1% | 1%
COc1ccc(CNCc2cccc(Oc3ccccc3)c2)cc1 | -2.7% | 3% | i | 0.3 | 3% | -14% | -8% | 1.1 | -8% | -11%
COc1cc(CNC2CCCCC2OC)cc(OC)c1OC (stereo not drawn) | -0.6% | -7% | i | 0.2 | -9% | -6.8% | 0% | 1.1 | 5% | -2%
COc1ccc(CNC(=O)c2cc(-c3ccncc3)nc3c(C)cc(C)cc23)cc1OC | 0.2% | -2% | i | 1.0 | 2% | -3.6% | 3% | 1 | -1% | -1%
Cn1c(SCC(=O)c2ccccc2)nnc1-c1ccccn1 | . | . | i | 0.5 | . | . | 6% | . | 2% | -8%
Cc1ccc(-c2nc3sc4c(N)ncnc4c3c3c2CCCC3)cc1 | -0.6% | -8% | i | 0.6 | -6% | -3.8% | 4% | 0.9 | 1% | -5%
O=C(CN1CCN(Cc2ccccc2)CC1)Nc1cccc(C(F)(F)F)c1 | -0.4% | -5% | i | 3.3 | -6% | -5.1% | -3% | 1.1 | -6% | 2%
CC(C)N1CCN(Cc2ccsc2)CC1CCO (stereo not drawn) | 0.2% | 2% | i | 0.3 | 5% | -6.9% | 3% | 1 | -3% | 0%
CCOc1ccc(-n2cnnn2)cc1S(=O)(=O)N1CCC(C)CC1C (stereo not drawn) | -0.2% | 11% | i | 0.4 | 15% | -7.0% | 2% | 1.1 | 7% | -5%
CCN1C(=O)/C(=C\N(C)C)NC1=S | -1.4% | 2% | i | 0.3 | 4% | -5.5% | 13% | 1.2 | 23% | -1%
CCn1cc([N+](=O)[O-])c(C(=O)N2CCN(C(=O)c3ccco3)CC2)n1 | -1.8% | 10% | i | 0.6 | 11% | -3.4% | 8% | 1 | 4% | 48%
Cc1cccc(C)c1NC(=O)CN | . | . | i | 0.1 | . | . | 0% | . | 4% | -7%
CCn1cc(C(=O)N2CCc3ccccc32)c(=O)c2cc(S(=O)(=O)N3CCCCCC3)ccc21 | 0.3% | 7% | i | 1.0 | 6% | -6.1% | -1% | 1 | -2% | 4%
COc1ccc(S(=O)(=O)Nc2ccc(Oc3ncccn3)c(Cl)c2)cc1 | -3.2% | 3% | i | 0.7 | -1% | -1.0% | -2% | 1.1 | -9% | -8%
CC(C)(C)NC(=O)C(=O)NC(=O)c1c(F)cccc1Cl | . | . | i | 1.7 | . | . | 5% | . | 1% | -8%
CSc1nc2cc3c(cc2n1C(=O)c1ccc(C)cc1)OCCO3 | -1.4% | -13% | i | 1.1 | -12% | -3.2% | 10% | 1 | 2% | -3%
CCCOC(=O)CSC1=C(C#N)C(c2ccccc2OCC)C(C#N)C(=O)N1 (stereo not drawn) | 2.3% | -16% | i | 1.7 | -16% | 1.2% | 10% | 1.2 | -54% | -4%
Cn1c(=O)n(CCCOc2ccc(Cl)cc2)c2ccccc21 | -2.0% | 12% | i | 1.1 | 10% | -1.1% | 2% | 1.1 | 14% | -1%
O=C1CCCCC1c1cccc2ccccc12 (stereo not drawn) | -1.5% | -10% | i | 2.5 | -2% | -1.2% | 8% | 1 | 7% | -4%
CCOC(=O)c1ccc(NC(=S)NCC(O)c2ccccc2)cc1 (stereo not drawn) | -2.2% | -2% | i | 0.4 | -4% | -7.6% | -3% | 1.1 | 6% | -2%
COC(c1ccccc1)c1nnc(CCC(=O)NC2CCCCC2)o1 (stereo not drawn) | -0.7% | 3% | i | 0.8 | 2% | -0.6% | -4% | 1.1 | -10% | -12%
COCON1C(=O)CN(C(C)=O)C1c1ccc(Cl)cc1Cl (stereo not drawn) | -0.5% | 4% | i | 0.4 | 3% | -4.6% | -2% | 1.1 | -28% | -5%
CCOc1ccc(N2C(=O)CC(n3ccc(C)n3)C2=O)cc1 (stereo not drawn) | -1.5% | 0% | i | 0.4 | -2% | -0.7% | 0% | 1.1 | -8% | -2%
CC(C)Cn1c(SCC(=O)NCc2ccco2)nnc1-c1ccncc1 | 2.1% | 10% | i | 0.1 | 10% | -5.7% | 3% | 1.1 | 1% | -10%
COc1ccc(/C=C(\NC(=O)c2cccs2)C(=O)Nc2ccccc2C)cc1OC | -1.6% | 2% | i | 0.7 | 1% | -3.9% | 21% | 1 | -13% | 2%
O=C(c1ccc(S(=O)(=O)N2CCOCC2)cc1)N1CCOCC1 | -0.1% | -8% | i | 0.1 | -10% | -3.8% | -4% | 1.1 | -9% | -6%
CC(C)n1nnnc1SCC(=O)c1ccc2c(c1)OCCO2 | -0.5% | 8% | i | 0.6 | 11% | -6.6% | 0% | 1.1 | -7% | -7%
Cc1cccc(C)c1NC(=O)C(NC=O)c1ccc(N(C)C)cc1 (stereo not drawn) | -0.2% | -1% | i | 0.6 | -6% | -4.2% | -3% | 1.1 | 2% | -9%
O=C(c1cc([N+](=O)[O-])cc([N+](=O)[O-])c1)N1CCN(Cc2ccc3c(c2)OCO3)CC1 | 0.0% | 2% | i | 0.6 | 14% | -5.6% | 3% | 1.1 | -1% | 0%
COc1ccc(-c2nc3ccccc3c(=O)n2NC(=O)Cc2ccccc2)cc1 | -1.0% | -2% | i | 0.8 | -6% | -4.3% | -1% | 1 | -2% | 1%

Some of these compounds in order of heavy-atom count, rising.
SMILES | CSM14.1 death rescue | PMI inhibitors | Myeloid diff MLP | Myeloid diff MLP GFP+ MAC1+ % | human PMI inhibitors | XIAP displacement | P. falciparum M1AAP | TNAP activation fold | M17LAP inhibition | LYP inhibition
COCON1C(=O)CN(C(C)=O)C1c1ccc(Cl)cc1Cl (stereo not drawn) | -0.5% | 4% | i | 0.4 | 3% | -4.6% | -2% | 1.1 | -28% | -5%
CCOc1ccc(N2C(=O)CC(n3ccc(C)n3)C2=O)cc1 (stereo not drawn) | -1.5% | 0% | i | 0.4 | -2% | -0.7% | 0% | 1.1 | -8% | -2%
O=C(c1ccc(S(=O)(=O)N2CCOCC2)cc1)N1CCOCC1 | -0.1% | -8% | i | 0.1 | -10% | -3.8% | -4% | 1.1 | -9% | -6%
Cc1cccc(C)c1NC(=O)C(NC=O)c1ccc(N(C)C)cc1 (stereo not drawn) | -0.2% | -1% | i | 0.6 | -6% | -4.2% | -3% | 1.1 | 2% | -9%
COC(c1ccccc1)c1nnc(CCC(=O)NC2CCCCC2)o1 (stereo not drawn) | -0.7% | 3% | i | 0.8 | 2% | -0.6% | -4% | 1.1 | -10% | -12%
CC(C)Cn1c(SCC(=O)NCc2ccco2)nnc1-c1ccncc1 | 2.1% | 10% | i | 0.1 | 10% | -5.7% | 3% | 1.1 | 1% | -10%
COc1ccc(-c2nc3ccccc3c(=O)n2NC(=O)Cc2ccccc2)cc1 | -1.0% | -2% | i | 0.8 | -6% | -4.3% | -1% | 1 | -2% | 1%
COc1ccc(/C=C(\NC(=O)c2cccs2)C(=O)Nc2ccccc2C)cc1OC | -1.6% | 2% | i | 0.7 | 1% | -3.9% | 21% | 1 | -13% | 2%
